# From PubChem
# TSHR antag – blocks TSH signaling through the human TSH receptor; 330,000 tested, 0.2% active; activity change, negative = inhibition, % at 11.5 µM; P16473; TSHR-expressing cells, TSH-stimulated cAMP HTRF, 2 h; hits give low values;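 active = activity change below a set negative limit, meaning inhibition stronger than a set level, cut at about -70% in these data; inconclusive = activity change between two set negative limits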; note: % is set by controls: 0 for no effect and ±100 for the full control effect
#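 Antagonism was scored as loss of TSH-driven cAMP in TSHR cells, stimulated with 4nM TSH (EC80) for 2 hours at 37 deg C and detected by homogeneous HTRF competition immunoassay.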
# Mito fusion yeast – inhibitors of mitochondrial division or activators of mitochondrial fusion; Potency, µM (highest dose often 46.1 µM), for the others: at the highest dose growth rescue (activation), most hits filed as activators; S. cerevisiae fusion-defective mutant growth rescue, CellTiterGlo 48 h; 320,000 tested, 0.23% active;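 note: potency is the fitted concentration of half-maximal effect; % of control where 0% means no effect; nearly all actives have a fitted effect of over 45% in size; temperature-sensitive fusion mutants such as fzo1-1 at 37 °C on non-fermentable ethanol glycerol medium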
#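 Luminescent cell viability in 1536-well qHTS format served as the measure of rescued growth in ts fusion-mutant S. cerevisiae cultured on non-fermentable YPEG for 48 hours at 37C.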
# Menin-MLL TR inh – inhibitors of human menin-MLL interaction, mutant MLL peptide; O00255; 270,000 tested, 0.23% active; Potency, µM (series often up to 61.6 µM), for the others: at the highest dose FP activity change, negative = inhibition, hits mostly inhibitors; Menin + Texas Red MLL mutant peptide, fluorescence polarization; active = well fitted inhibition curve with a large enough effect in the polarisation, with a control signal flat, not every such curve was filed as active; inconclusive = small, poorly fitted or top-dose-only effect, or effect the other way, or a change in a side signal; inactive = no such curve, though single readings can be large or run the other way; the % refers to the polarisation; note: potency is the fitted concentration of half-maximal effect; % of control where 0% means no effect; many of its hits are not listed in these tables
# PKM2 activator – activators of human pyruvate kinase M2; AID 1631; Potency, µM (top dose mostly 57.5 µM), for inactives: at the highest dose activation, hits mostly activators; 260,000 tested, 0.34% active; P14618; purified PKM2, Kinase-Glo ATP luminescence, activation; response scale: 0% is enzyme alone, no compound; note: potency is the fitted concentration of half-maximal effect; % is set by controls: 0 for no effect and ±100 for the full control effect; nearly all actives have a fitted effect of over 55% in size
#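 Purified hPK-M2 (>95% pure) converted ADP (0.1 mM final) to ATP with 0.5 mM PEP in 50 mM imidazole pH7.2, KCl, MgCl2, Tween 20, BSA; 1 h at room temperature. ATP detected by Kinase-Glo luminescence.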
# MBNL1-CUG inh – MBNL1-poly(CUG) RNA binding inhibition. TR-FRET MBNL1-His/biotin-(CUG)12 binding, 665/545 ratio. Potency, µM (series often up to 57.5 µM), for inactives: at the top dose activity change, negative = inhibition, actives largely listed as inhibitors. Q9NR56. 280,000 tested, 0.036% active; active = well fitted inhibition curve with a large enough effect in the signal ratio, with a control signal flat, not every such curve was filed as active; inconclusive = small, poorly fitted or top-dose-only effect, or effect the other way, or a change in a side signal; inactive = no such curve, though single readings can be large or run the other way; the % refers to the signal ratio; note: potency is the fitted concentration of half-maximal effect; % is set by controls: 0 for no effect and ±100 for the full control effect
#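 MBNL1-His + Biotin-(CUG)12, cpd titration 92 nM–58 uM; Tb anti-His Ab 0.055 ng/ul, SA-XL665 5 nM (final); 60 min RT; ratiometric 665/545 nm, Ex 340 nm; normalized to buffer and full-complex controls.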
# BCR signal inh – blocks chronic active B-cell receptor signaling | 340,000 tested, 0.05% active | Potency, µM (doses to about 46.1 µM), for the others: at the top dose ratio change, negative = lower green/red ratio, actives largely listed as inhibitors | ABC-DLBCL IkBa-CBG/CBR reporter, luminescence ratio, 4 h | AID 493014; active = well fitted inhibition curve with a large enough effect in the signal ratio, with a control signal flat, not every such curve was filed as active; inconclusive = small, poorly fitted or top-dose-only effect, or effect the other way, or a change in a side signal; the % refers to the signal ratio;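 note: potency is the fitted concentration of half-maximal effect; plate controls were basal doxycycline-induced cells for no effect and cells given 10 µM MG132 for full effect; MG132 reads +100%, hits lower the ratio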
#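 Compounds up to 46 uM were incubated four hours with TMD8 cells whose green CBG68 luciferase is fused to IkappaBalpha; red CBR luminescence normalised the signal, and concentration-effect curves were fitted to fusion, red and ratio data.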
# USP2a inh – inhibitors of human ubiquitin-specific protease USP2a; Potency, µM (highest dose often 38.3 µM), inactives show at the highest dose activity change, negative = inhibition, most hits filed as inhibitors; O75604; USP2 core, Ub-CHOP2 coupled fluorogenic reporter, 485/531; 330,000 tested, 0.01% active;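 note: potency is the fitted concentration of half-maximal effect; plate controls were DMSO wells for no effect and full inhibition by NEM control for full effect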
#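 Cell-free coupled assay: 10nM USP2 core preincubated 30min RT with compound in Tris-HCl pH 8.0/CaCl2/CHAPS buffer, then 25nM Ub-CHOP2 and 25nM reporter substrate; fluorescence (Ex 485/Em 531) read after 60min RT, normalized to NEM inhibition, concentration-response curves fitted.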
# Eya2 phos inh – inhibitors of human Eya2 phosphatase activity. 330,000 tested, 0.006% active. AID 488837. O00167. recombinant Eya2, OMFP fluorescence dephosphorylation (OMFP is methylfluorescein phosphate). Potency, µM (doses to about 76.9 µM), for the others: at the highest dose activity, negative = inhibition, hits mostly inhibitors; note: potency is the fitted concentration of half-maximal effect; % is set by controls: 0 for no effect and ±100 for the full control effect
# Target sequence (O00167 whole entry, looked up): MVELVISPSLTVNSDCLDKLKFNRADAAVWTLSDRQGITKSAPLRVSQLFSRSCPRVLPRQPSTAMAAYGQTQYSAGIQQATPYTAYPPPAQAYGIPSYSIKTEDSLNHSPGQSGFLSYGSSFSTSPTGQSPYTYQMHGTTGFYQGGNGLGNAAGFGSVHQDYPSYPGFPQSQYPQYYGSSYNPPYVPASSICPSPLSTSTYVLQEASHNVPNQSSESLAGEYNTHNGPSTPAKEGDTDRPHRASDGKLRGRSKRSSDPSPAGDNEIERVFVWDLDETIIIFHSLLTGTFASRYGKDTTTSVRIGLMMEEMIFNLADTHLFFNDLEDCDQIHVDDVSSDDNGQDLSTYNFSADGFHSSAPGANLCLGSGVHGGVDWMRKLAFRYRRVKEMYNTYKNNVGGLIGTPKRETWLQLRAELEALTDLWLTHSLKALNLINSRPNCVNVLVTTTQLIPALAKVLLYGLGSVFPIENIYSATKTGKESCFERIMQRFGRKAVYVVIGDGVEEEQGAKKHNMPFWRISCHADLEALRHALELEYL
#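 Eya2 protein (added as 0.2 uM solution) was preincubated with compound for 10 min at ambient temperature in 50 mM HEPES pH 7.5, 50 mM NaCl, 5 uM MgCl2, 0.05% BSA, 1 mM DTT. OMFP (added at 50 uM) then reacted 10 min; fluorescence read at 485/525 nm.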
# S-ASM inh – blocks human secretory acid sphingomyelinase. P17405. placental ASM, HMU-PC fluorogenic substrate, 60 min. Potency, µM (series often up to 57.5 µM), for the others: top-dose activity change, negative = inhibition, most hits filed as inhibitors. 340,000 tested, 0.006% active; note: potency is the fitted concentration of half-maximal effect
#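 Steps: dispense placental human ASM, pin compound, wait 10 min at room temperature, add HMU-PC0 substrate at 9 uM final, incubate 60 min at 37 °C, add stop solution raising pH to 10, read fluorescence.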
# GALK inh – blocks human galactokinase activity; Potency, µM (top dose mostly 57.5 µM), for inactives: at the top dose activity change, negative = inhibition, most hits filed as inhibitors; P51570; Purified GALK, Kinase-Glo residual ATP luminescence; 270,000 tested, 0.007% active; note: potency is the fitted concentration of half-maximal effect; % is set by controls: 0 for no effect and ±100 for the full control effect
# Target sequence (P51570 whole entry, looked up): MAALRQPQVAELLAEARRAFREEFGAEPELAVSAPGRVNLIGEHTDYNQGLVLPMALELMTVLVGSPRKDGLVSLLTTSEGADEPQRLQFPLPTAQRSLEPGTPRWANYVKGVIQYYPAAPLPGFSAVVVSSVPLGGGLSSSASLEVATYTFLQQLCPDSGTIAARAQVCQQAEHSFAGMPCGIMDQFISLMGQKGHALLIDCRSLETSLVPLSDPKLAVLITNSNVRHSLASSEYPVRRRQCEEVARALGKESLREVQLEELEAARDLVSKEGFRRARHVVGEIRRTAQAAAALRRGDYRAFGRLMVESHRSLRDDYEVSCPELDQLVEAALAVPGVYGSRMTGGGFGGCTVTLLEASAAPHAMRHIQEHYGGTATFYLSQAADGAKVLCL
#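 Human GALK (5 nM) with 35 uM ATP and 100 uM galactose in 20 mM HEPES pH 8.0, 5 mM MgCl2, 60 mM NaCl, 1 mM DTT, 0.01% BSA. After 1 h at room temperature, leftover ATP was read by Kinase-Glo Plus luminescence.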
# KCNH2 WT inh – KCNH2 (human, wildtype) channel inhibition | Q12809 | AID 720551 | U2OS, BacMam KCNH2, thallium flux FluxOr; hits give low values | 340,000 tested, 0.37% active | activity change, % at 1.84 µM;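 active = maximum activity change below -70%; inconclusive = maximum activity change between -70% and -50%; inactive = maximum activity change above -50%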; note: % is set by controls: 0 for no effect and ±100 for the full control effect
#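 U2OS cells transduced with wild-type KCNH2 virus are loaded with FluxOr dye for 45 min, and thallium flux is measured in kinetic reads before and after stimulation buffer. Rate constants are normalized to DMSO controls.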
# Active calls of the source: *; ? = inconclusive; . = not tested or not shown; & = joins results of further samples; [ ] = remark or other dose. Unless noted, calls come from the whole dose curve; as a rule, active = well fitted curve in the direction sought with a large enough effect; inconclusive = small, poorly fitted or top-dose-only effect, or another doubt; inactive = no such curve, though single readings can be large; an effect the other way counts as inactive or inconclusive. Not all compounds are listed (hit frequency here may not be typical).
SMILES,TSHR antag,Mito fusion yeast,Menin-MLL TR inh,PKM2 activator,MBNL1-CUG inh,BCR signal inh,USP2a inh,Eya2 phos inh,S-ASM inh,GALK inh,KCNH2 WT inh
CC1=C(C(=O)OCc2ccccc2)C(c2ccco2)n2ncnc2N1 (stereo unspecified),0,1%,-26%,-1%,-3%,-11%,-1%,5%,185%[activator],0%,3
COCCn1c(-c2ccc(OC)cc2)cnc1SCC(=O)Nc1cccc2ccccc12,9,10%,-9%,3%,10%,?,4%,-12%,-6%,0%,-3
Cc1cnc(C(=O)OCC(=O)Nc2cccc(S(=O)(=O)N3CCOCC3)c2)cn1,2,.,.,.,.,0%,-1%,-3%,-1%,.,-11
COC(=O)Cn1c(=NC(=O)CN2C(=O)CCC2=O)sc2cc(S(N)(=O)=O)ccc21,4,-3%,-2%,4%,?,-1%,-1%,0%,8%,-3%,11
Cc1cc(NS(=O)(=O)c2ccc(NC(=S)NCc3ccccc3)cc2)no1,-6,17%,-7%,-2%,-6%,-3%,-1%,-1%,-1%,0%,1
Cn1nc(C(C)(C)C)cc1C(=O)NNC(=O)c1ccccc1Cl,7,-8%,.,5%,.,4%,8%,-21%,-3%,-4%,-7
CCOc1ccc(C2C(C#N)=C(N)N3C(=C2C#N)Sc2ccccc23)cc1 (stereo unspecified),6,15%,-10%,0%,16%,?,4%,6%,41%[activator],8%,-14
CCOC(=O)c1ccc(NC(=S)NCC(O)c2ccccc2)cc1 (stereo unspecified),-2,-4%,18%,-5%,-7%,?,-4%,4%,-1%,0%,6
CS(=O)(=O)N(CCc1ccccc1)CC(=O)Nc1ccc2c(c1)OCO2,.,2%,1%,0%,6%,.,.,.,-2%,-1%,-2
O=C(c1cccc(COCC(F)(F)C(F)F)c1)N1CCN(c2ccccc2)CC1,.,-2%,-8%,-3%,-10%,.,.,.,2%,1%,-2
CCN1C(=O)C(=O)N(CC(=O)Nc2cc(C)ccc2C)C1=O,29,6%,.,.,.,-4%,0%,-5%,-1%,.,3
O=Cc1sc(=O)n(Cc2cccc(C(=O)O)c2)c1Cl,5,-2%,.,-9%,?,5%,-1%,-2%,-3%,4%,-3
Cc1nc(SCC(=O)c2ccc(F)c(F)c2)[nH]c(=O)c1Oc1ccc(F)cc1,-13,-8%,.,5%,.,1%,2%,-15%,-1%,-2%,1
CC(C)c1ccc(NC(=O)c2sccc2-n2cccc2)cc1,8,-10%,12%,-14%,5%,?,-10%,-1%,-5%,-1%,3
CCCc1nnc(NC(=O)CN2CCOCC2)s1,-5,4%,4%,0%,-4%,1%,2%,8%,3%,.,-3
O=C(COC(=O)Cc1ccc(F)cc1)NC1CCCCC1,19,6%,.,.,.,0%,1%,-9%,6%,.,0
O=C(CCc1ccc(S(=O)(=O)NCc2ccccc2)cc1)NCc1cccnc1,2,-7%,12%,-2%,.,0%,-5%,1%,6%,1%,0
Cc1ccc(/C=C/C(=O)Nn2cnnc2)cc1,8,-6%,0%,4%,-3%,?,3%,1%,8%,-2%,-6
COc1cc(Br)cc2cc(C(=O)N3CCOCC3)c(=O)oc12,-1,0%,7%,11%[11.5 µM],10%,0%,0%,-2%,-4%,10%,7
CC(C)Cc1ccc(C(C)C(=O)Nc2ncccn2)cc1 (stereo unspecified),-15,8%,0%,-1%,-9%,-2%,12%,3%,2%,-1%,-7
CC(=O)Nc1cccc(NC(=O)c2c(-c3ccccc3)noc2C)c1,0,2%,-2%,0%,-4%,16%,-1%,8%,3%,2%,9
CCCNc1c(N)n(-c2ccccc2)c(=O)[nH]c1=O,3,2%,0%,2%,11%,4%,3%,6%,72%[activator],3%,-5
CN(C)S(=O)(=O)c1cccc(NC(=O)CCCSc2ccccc2)c1,-24,-7%,-1%,4%,17%,?,-13%,-3%,-1%,-1%,21
CNC(=S)NNC(=O)c1ccccc1F,4,16%,9%,-1%,-1%,6%,-2%,4%,-3%,14%,2
COc1ccc2c(c1)CCC(C)N2C(=O)C(=O)c1c[nH]c2ccccc12 (stereo unspecified),4,1%,.,6%,-8%,?,2%,-9%,-2%,.,8
CCOc1ccc(NC(=S)Nc2ccc(Br)cc2Cl)cc1,0,-15%,16%,-4%,-3%,2%,4%,-8%,-2%,1%,-15
Cc1ccccc1-c1cnn(-c2cccc([N+](=O)[O-])c2)c1N,-6,-5%,-2%,0%,?,-4%,1%,13%,-2%,1%,8
CC1(CC(=O)N/N=C/c2ccc(-c3ccc(Cl)cc3)o2)OCCO1,16,7%,-16%,-10%,20%,?,2%,3%,1%,-1%,3
O=C1NCCN1Cc1ccccc1,-5,2%,-5%,1%,-12%,0%,1%,10%,1%,-1%,-5
Cc1cccc(-n2nc3c(c2NC(=O)c2ccc(Br)o2)CSC3)c1,15,1%,-26%,5%,8%,26%,1%,9%,0%,0%,1
O=C(CNC(=O)c1ccccc1)OCCCOC(=O)CNC(=O)c1ccccc1,-1,-1%,.,7%,2%,-1%,1%,10%,0%,-2%,-3
O=C(CSc1nc2ccccc2[nH]1)Nc1c(F)c(F)c(F)c(F)c1F,2,?,-3%,-11%,-5%,-6%,-4%,-16%,-1%,-2%,10
Cc1ccccc1C(OCCN(C)C)c1ccccc1 (stereo unspecified),-10&4&-9,-33%&-4%&2%[inhibitor],5%&-18%&-15%&-12%,-6%&1%,-5%&-3%,3%&-9%,1%&11%,2%&-1%&16%,-3%&6%,1%&-1%,.
COC(=O)CNC(=O)Cn1cnc2sc(C)c(S(=O)(=O)N3CCN(c4ccccc4OC)CC3)c2c1=O,0,-4%,-1%,-3%,1%,6%,2%,0%,-2%,2%,-7
C/C(=N\NC(=O)c1cccs1)c1ccc2ccccc2c1,8,-2%,2%,.,1%,6%,4%,8%,4%,1%,10
COc1ccc2oc(=O)c(-c3nnc(N)s3)cc2c1,2,1%,9%,-4%,?,6%,0%,-7%,.,7%,-10
Nc1ncnc2c1ncn2[C@@H]1O[C@H](CNS(=O)(=O)C2CC2)[C@@H](O)[C@H]1O,27,.,.,.,.,0%,0%,-4%,2%,.,36
N=c1c(S(=O)(=O)c2ccc(F)cc2)cc2c(=O)n3ccccc3nc2n1CC1CCCO1 (stereo unspecified),0,0%,.,.,?,-10%,3%,3%,123%[activator],-8%,3
CCC(Oc1ccccc1)C(=O)NC1CCCCCC1 (stereo unspecified),-1,-5%,-12%,-5%,0%,-1%,-1%,5%,5%,-1%,4
COc1ccccc1CN1C[C@@H]2C[C@@H](c3cccc(C)c3)N3CCC[C@@]23C1=O,-3,-1%,?,1%,-1%,?,-1%,6%,0%,-2%,3
CCOc1ccccc1N(CC(=O)Nc1ccc(S(=O)(=O)N2CCOCC2)cc1)S(=O)(=O)c1ccc(Cl)cc1,-4,-2%,0%,0%,0%,-2%,3%,-3%,1%,3%,-16
CC(C)CC(=O)OC1C(N2CCOCC2)c2c(ccc(/C=C/C(=O)N3CCOCC3)c2O)OC1(C)C (stereo unspecified),12,13%,?,-1%,-5%,5%,0%,-31%,19%,-1%,-11
COc1ccc(CCc2nnc(NS(C)(=O)=O)s2)cc1,33,-1%,-16%,6%,-7%,0%,2%,-6%,1%,-8%,-8
N#CCCN(Cc1ccncc1)C(=S)NC1CC2C=CC1C2 (stereo unspecified),18,-1%,.,-9%,-5%,15%,2%,11%,4%,2%,-7
Cc1cccc(N2N=C(C(=O)Nc3nc(C)cs3)CCC2=O)c1,1,7%,1%,0%,-6%,2%,-2%,2%,7%,8%,6
O=C(CSc1nc2ccsc2c(=O)n1Cc1ccc(C(=O)O)cc1)NCC1CCCO1 (stereo unspecified),-5,2%,-8%,-7%,-28%,-2%,4%,-13%,2%,.,-7
COc1ccc(NS(=O)(=O)c2cccc(C(=O)N/N=C/c3cn(-c4ccccc4)nc3-c3ccccc3)c2)cc1,-1,0%,.,-1%,1%,1%,-6%,13%,-4%,-4%,-4
